Source: PubChem BioAssay (National Center for Advancing Translational Sciences (NCATS))
Anesthetic bind: qHTS Assay for Identification of Novel General Anesthetics | apoferritin/1-aminoanthracene competitive binding, fluorescence | AID 485281, 2010 | Potency, µM (top dose mostly 77.5 µM), without a hit: at the top dose activity change, negative = displacement, usual class: inhibitors | Ferritin light chain (Equus caballus), P02791 | 350,000 compounds, 0.074% hits; further: potency means the concentration at half of the fitted maximal effect; on the % scale 0 is the no-effect control and ±100 the full control effect; nearly all actives have a fitted effect of over 20% in size
Target sequence (P02791 2-175 limits assumed): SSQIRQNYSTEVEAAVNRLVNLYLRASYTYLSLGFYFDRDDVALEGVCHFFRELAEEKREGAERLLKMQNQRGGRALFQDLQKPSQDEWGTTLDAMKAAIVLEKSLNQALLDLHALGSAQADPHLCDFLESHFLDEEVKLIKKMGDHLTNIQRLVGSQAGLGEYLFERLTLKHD
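Probe: 1-aminoanthracene (50% saturated, PBS). Protein: horse-spleen apoferritin, 10 uM. Incubation: 10 min, room temperature. Detection: 380 nm excitation, 535 nm emission. Analysis: normalized response, four-parameter Hill.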
POLI inh: qHTS for Inhibitors of Polymerase Iota | DNA polymerase iota (Homo sapiens), Q9UNA4 | Pol iota fluorescent replication assay, 10 min | Potency, µM (doses to about 115 µM), without a hit: top-dose activity, negative = inhibition, hits mostly inhibitors | 390,000 compounds, 1% hits | AID 588590, 2011; further: potency means the concentration at half of the fitted maximal effect
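Pol iota at 10 nM preincubated 15 min with compounds at room temperature; reaction started with fluorescent substrate, 50 nM final. Fluorescence read kinetically at 0 and 10 min; buffer-only wells as negative control.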
PGK inhibitor: qHTS Assay to Find Inhibitors of Phosphoglycerate Kinase | Phosphoglycerate kinase, glycosomal (Trypanosoma brucei brucei), P07378 | PGK/GAPDH coupled, Kinase-Glo luminescence, 60 min | Potency, µM (series often up to 57.5 µM), for the others: at the top dose activity change, negative = inhibition, hits mostly inhibitors | 380,000 compounds, 0.043% hits | AID 602233, 2012; further: potency means the concentration at half of the fitted maximal effect; on the % scale 0 is the no-effect control and ±100 the full control effect; nearly all actives have a fitted effect of over 60% in size
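Luminescent ATP detection (Kinase-Glo Plus) follows a 60-minute room-temperature incubation, with wells lacking PGK as controls. Buffer: 100 mM TEA (pH 7.6), 5 mM MgCl2, 0.01% Tween-20. Coupling enzyme GAPDH (100 nM final) supplies unstable 1,3-BPG in-well.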
Pol eta inh: qHTS for Inhibitors of Polymerase Eta. AID 588591, 2011. 390,000 compounds, 1.2% hits. recombinant Pol eta, fluorescent DNA replication assay. Potency, µM (highest dose often 114 µM), for the others: at the highest dose activity change, negative = inhibition, most hits filed as inhibitors. DNA polymerase eta (Homo sapiens), Q9Y253; further: potency means the concentration at half of the fitted maximal effect; on the % scale 0 is the no-effect control and ±100 the full control effect
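Fluorescent replication assay: 50 nM final substrate added after a 15 min room-temperature compound preincubation with 10 nM enzyme. Signal taken at 0 min and again at 10 min.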
POLK inh: qHTS for Inhibitors of Polymerase Kappa; DNA polymerase kappa (Homo sapiens), Q9UBT6; purified Pol kappa, fluorescent DNA synthesis assay, 10 min; Potency, µM (titrated, usually from 107 µM), for the others: at the top dose activity, negative = inhibition, most hits filed as inhibitors; 400,000 compounds, 0.53% hits; further: potency means the concentration at half of the fitted maximal effect; on the % scale 0 is the no-effect control and ±100 the full control effect
Target sequence (Q9UBT6 whole entry, looked up): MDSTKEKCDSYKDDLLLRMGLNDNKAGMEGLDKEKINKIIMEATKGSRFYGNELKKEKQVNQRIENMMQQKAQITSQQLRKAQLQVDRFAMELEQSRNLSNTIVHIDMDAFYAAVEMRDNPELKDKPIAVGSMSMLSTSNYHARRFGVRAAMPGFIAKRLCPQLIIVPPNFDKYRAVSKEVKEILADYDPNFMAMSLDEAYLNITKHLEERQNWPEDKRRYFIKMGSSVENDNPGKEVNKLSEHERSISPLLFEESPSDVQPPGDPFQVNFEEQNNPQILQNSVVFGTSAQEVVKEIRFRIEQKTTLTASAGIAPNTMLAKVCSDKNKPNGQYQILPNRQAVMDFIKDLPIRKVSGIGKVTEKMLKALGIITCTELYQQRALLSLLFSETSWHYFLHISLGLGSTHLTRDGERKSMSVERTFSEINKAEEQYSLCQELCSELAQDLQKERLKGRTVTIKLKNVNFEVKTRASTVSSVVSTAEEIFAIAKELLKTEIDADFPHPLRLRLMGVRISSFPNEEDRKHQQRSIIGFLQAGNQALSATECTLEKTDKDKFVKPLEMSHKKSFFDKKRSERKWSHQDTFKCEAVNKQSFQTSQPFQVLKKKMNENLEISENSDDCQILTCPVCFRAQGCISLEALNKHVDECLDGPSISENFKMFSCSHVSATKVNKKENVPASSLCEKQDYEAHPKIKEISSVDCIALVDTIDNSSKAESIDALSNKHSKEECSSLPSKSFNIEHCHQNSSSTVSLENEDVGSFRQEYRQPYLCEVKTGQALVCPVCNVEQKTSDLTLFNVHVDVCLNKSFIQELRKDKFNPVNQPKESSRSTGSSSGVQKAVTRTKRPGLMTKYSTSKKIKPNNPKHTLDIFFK
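Kinetic fluorescence readout at 0 and 10 min followed reaction start with substrate at 50 nM final. Beforehand, enzyme (10 nM Pol kappa) stood 15 min with compound at room temperature; buffer-only wells were negative controls.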
APE1 inh: qHTS Assay for Inhibitors of the Human Apurinic/apyrimidinic Endonuclease 1 (APE1); AID 2517, 2012; Potency, µM (series often up to 65.8 µM), for the others: at the top dose activity change, negative = inhibition, hits mostly inhibitors; recombinant APE1, TAMRA/BHQ-2 abasic DNA cleavage fluorescence; 350,000 compounds, 0.35% hits;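 further: potency means the concentration at half of the fitted maximal effect; plate controls were vehicle for no effect and reference inhibitor for full effect; nearly all actives have a fitted effect of over 55% in size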
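Substrate: short duplex with […] THF abasic site, 5'-TAMRA and 3'-BHQ-2, 50 nM final. APE1 at 0.75 nM, preincubated 15 min RT with compound. Fluorescence increase from first to third read measured activity.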
POLB inh: qHTS Assay for Inhibitors of DNA Polymerase Beta; P06746; Pol beta primer extension/strand displacement, fluorescence kinetic; Potency, µM (titrated, usually from 114 µM), without a hit: top-dose activity change, negative = inhibition, usual class: inhibitors; 340,000 compounds, 1.3% hits; further: potency means the concentration at half of the fitted maximal effect; on the % scale 0 is the no-effect control and ±100 the full control effect
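Reaction started by 50 nM substrate onto compound-treated Pol beta (10 nM, 15 min preincubation, room temperature); plates read at 0 min and 10 min. Normalized concentration-effect data fitted by four-parameter Hill equation.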
BLM helicase inh: qHTS Assay for Inhibitors of Bloom's syndrome helicase (BLM). RecQ-like DNA helicase BLM (Homo sapiens), P54132. recombinant BLM DNA unwinding, fluorescence dequenching. Potency, µM (titrated, usually from 56.1 µM), without a hit: at the highest dose activity change, negative = inhibition, usual class: inhibitors. 350,000 compounds, 0.2% hits. AID 2528, 2010;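 further: potency means the concentration at half of the fitted maximal effect; plate controls were vehicle for no effect and no enzyme for full effect; nearly all actives have a fitted effect of over 35% in size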
RXFP1 antag: qHTS Assay for Antagonists of the Relaxin Receptor RXFP1; Relaxin receptor 1 (Homo sapiens), Q9HBX9; activity change, negative = inhibition, % at 57.5 µM; AID 1259400, 2018; HEK293-RXFP1, relaxin-stimulated cAMP HTRF, 30 min; hits give low values; 350,000 compounds, 0.59% hits;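 active means activity change of -60% or lower, but not beyond a set lower limit; inconclusive means change between -60% and -40%, or beyond the set limit; inactive means change above -40%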; further: on the % scale 0 is the no-effect control and ±100 the full control effect
* hit, by the source's call; i = inactive; u = inconclusive; x = no result given; & = joins results of further samples; [ ] = another dose, or the depositor's remark. Unless noted, the call rests on the fitted dose curve; in most records, active means well fitted curve in the direction sought with a large enough effect; inconclusive means small, poorly fitted or top-dose-only effect, or another doubt; inactive means no such curve, though single readings can be large; an effect the other way counts as inactive or inconclusive. This is a subset; the hit share may differ from the screen's.

SMILES	Anesthetic bind	POLI inh	PGK inhibitor	Pol eta inh	POLK inh	APE1 inh	POLB inh	BLM helicase inh	RXFP1 antag
Cc1ccc(Nc2nc(C)cc(C)c2C(N)=O)cc1	-2%	-6%	-3%	-16%	2%	5%	-4%	-2%	-11
CSCC[C@H](NS(=O)(=O)c1ccc(C)cc1)C(=O)N1CCC(C(=O)N[C@@H](Cc2ccc(O)cc2)C(=O)O)CC1	-9%	6%	2%	-16%	-6%	17%	1%	2%	x
COc1ccc(CNC(=O)c2cc3ccccc3o2)cc1OC	-8%	30%	-4%	-14%	5%	3%	3%	-4%	4
Cc1oc2cc(O)cc(O)c2c(=O)c1-c1ccc2c(c1)OCCCO2	-14%	-2%	-8%	-4%	1%	4%	u	-7%	u
O=C1CCCCC1C(Nc1ccc(Cl)cc1)c1ccccc1 (stereo not given)	-3%	-10%	-9%	u	0%	7%	24%	-10%	-35
COC(=O)/C(=C/N(C)C)C(=O)N1CCN(c2ccc(Cl)c(Cl)c2)CC1	-1%	-8%	-5%	-6%	-19%	-6%	-3%	0%	14
CCCCN(C)C(=O)Cc1c(OC)ccc2cc(Br)ccc12	-3%	-8%	-3%	-11%	-12%	-5%	17%	0%	11
COc1ccc(CCC(=O)NCc2nc3cccnc3n2Cc2cccc(OC)c2)cc1	-4%	8%	3%	-7%	-8%[60.1 µM]	x	8%	-1%	1

Next compounds
SMILES	Anesthetic bind	POLI inh	PGK inhibitor	Pol eta inh	POLK inh	APE1 inh	POLB inh	BLM helicase inh	RXFP1 antag
FC(F)(F)c1ccc(C2[C@H]3CN(CC4CCCCC4)[C@H](c4ccccc4)C34CC2(c2cccnc2)C4)cc1 (stereo not given in full)	u	6%	-2%	-22%	-9%	-3%&-2%	4%	-4%&-8%	x
O=C(N/N=C/c1c(F)c(F)c(F)c(F)c1F)c1cc(-c2ccccc2)nc2ccccc12	-4%	10%	i	-8%	-5%[60.1 µM]	13%	-25%	-1%	4
O=C(c1ccccc1)c1cncc(Br)c1	-8%	6%	5%	6%	-18%	2%	2%	-1%	-8
CC(=O)N(Nc1ccccc1)c1ccccc1	9%	194%[activator]	-10%	-25%	-3%	5%	10%	-1%	-4
CC1CCCN(C(=O)Cn2ncc3c([nH]c4ccccc43)c2=O)C1 (stereo not given)	-10%	16%	-4%	-13%	9%	x	29%	0%	4
CC(C)(C)NC(=O)CSc1nnnn1C(C)(C)C	-13%	2%	-4%	-5%	-9%	-3%	-1%	0%	-11
COc1ccc(NC(=O)C2CCCN2S(=O)(=O)c2cccs2)c([N+](=O)[O-])c1 (stereo not given)	x	37%[activator]	-8%	-8%	-2%	25%	x	x	0
CCc1ccc2occ(CC(=O)Nc3c(C(=O)c4ccc(F)cc4)oc4ccccc34)c2c1	-2%	-6%	11%	-20%	-8%	x	13%	0%	-6

(further entries)
SMILES	Anesthetic bind	POLI inh	PGK inhibitor	Pol eta inh	POLK inh	APE1 inh	POLB inh	BLM helicase inh	RXFP1 antag
COc1ccccc1NC(=O)CSc1nnc(N)s1	-8%	9%	5%	-13%	-11%[60.1 µM]	x	5%	0%	x
O=C(/C=C/c1ccc([N+](=O)[O-])cc1)N1CCN(Cc2ccccc2)CC1	1%	28%	-4%	-2%	1%	11%	1%	-4%	-8
COc1ccc(NC(=O)CC2CCCC2)cc1OC	-18%	35%[activator]	-7%	-13%	-7%	-3%	25%	-6%	1
Cc1cccc(CNc2nc(-c3ccc(C(=O)N(C)C)cc3)nc3ccccc23)c1	-18%	x	x	x	-8%[60.1 µM]	-1%	x	-5%	x
CCC(C)c1ccc(S(=O)(=O)N2CCN(CC(O)CN3CCOCC3)CC2)cc1 (stereo not given)	x	-4%	4%	-13%	1%	-23%	x	x	-8
COc1ccc(CNC(=O)CCSCc2cccc(Cl)c2)c(OC)c1	3%	11%	-3%	-24%	-26%	15%	-7%	-4%	23
Cc1cccc(NC(=O)NNC(=O)COc2ccc(Cl)cc2)c1	-4%	2%	0%	-2%	2%	-4%	u	-4%	-9
CCc1ccccc1NC(=O)Cn1ccn(Cc2ccccc2)c(=O)c1=O	-2%	-23%	i	-1%	-6%	x	2%	-13%	-2

Quoted from the results shown (two entries):
SMILES	Anesthetic bind	POLI inh	PGK inhibitor	Pol eta inh	POLK inh	APE1 inh	POLB inh	BLM helicase inh	RXFP1 antag
O=C(/C=C/c1ccc([N+](=O)[O-])cc1)N1CCN(Cc2ccccc2)CC1	1%	28%	-4%	-2%	1%	11%	1%	-4%	-8
COc1ccc(NC(=O)CC2CCCC2)cc1OC	-18%	35%[activator]	-7%	-13%	-7%	-3%	25%	-6%	1

Continued.
SMILES	Anesthetic bind	POLI inh	PGK inhibitor	Pol eta inh	POLK inh	APE1 inh	POLB inh	BLM helicase inh	RXFP1 antag
CC(C)(CCc1ccccn1)C(=O)CCCc1ccccn1	x	12%	1%	-23%	4%	x	x	x	-1
Cc1cccc(C)c1OCC(=O)NNC(=O)Nc1ccc(Cl)cc1	-7%	11%	-2%	-7%	-23%	-3%	-3%	-1%	6
Cc1ccc(NC(=O)Cn2c(=O)n(Cc3ccco3)c(=O)c3sc4ccccc4c32)cc1C	18%	31%[activator]	i	-15%	1%	x	u	-1%	x
O=C(Oc1ccc(-c2nnco2)cc1)N1CCOCC1	8%	7%	1%	-7%	-7%	15%	47%	1%	5
CCCCN(CCCNC(=O)C1CCCN(S(=O)(=O)CC)C1)Cc1ccccc1 (stereo not given)	-13%	8%	i	-9%	9%	-3%	27%	1%	-21
Cc1cc(Nc2cccc(F)c2)n2nc(-c3ccco3)nc2n1	-6%	6%	8%	10%	-7%[60.1 µM]	x	-28%	0%	-37
Cc1oc2ccc(O)c(CN(C)C)c2c1C(=O)c1ccccc1	-13%	-14%	-12%	-14%	7%	8%	10%	-7%	-6
CCCCCn1c(=O)c(C(=O)OCC)c(O)c2ccccc21	6%	10%	1%	-24%	-1%	11%	35%	-1%	1

Arranged by the number under POLK inh (ascending): some entries from above.
structure | POLI inh | PGK inhibitor | Pol eta inh | POLK inh | APE1 inh | BLM helicase inh | RXFP1 antag
O=C(Oc1ccc(-c2nnco2)cc1)N1CCOCC1 | 7% | 1% | -7% | -7% | 15% | 1% | 5
CCCCCn1c(=O)c(C(=O)OCC)c(O)c2ccccc21 | 10% | 1% | -24% | -1% | 11% | -1% | 1
Cc1ccc(NC(=O)Cn2c(=O)n(Cc3ccco3)c(=O)c3sc4ccccc4c32)cc1C | 31%[activator] | i | -15% | 1% | x | -1% | x

Later entries
Each structure is followed by: Anesthetic bind, POLI inh, PGK inhibitor, Pol eta inh, POLK inh, APE1 inh, POLB inh, BLM helicase inh, RXFP1 antag
CC(C)NC(=O)/C(C#N)=C/c1ccc(N(C)C)o1
→ 4%, 149%[activator], i, -16%, 2%, 1%, 29%, -3%, -23
Cc1cc(C)cc(OC(=O)c2snnc2C)c1
→ 0%, 22%, 2%, -7%, -8%, x, 1%, -4%, 2
Cc1oc(-c2cccc(Cl)c2)nc1CN1CCC(C(=O)N2CCN(c3ccccn3)CC2)CC1
→ x, 24%, 0%, -15%, 20%, x, x, x, -19
Cc1cccc(NC(=O)CSc2nc(COc3ccccc3)nc3ccccc23)c1C
→ -13%, 7%, -8%[11.5 µM], -8%, -4%, -5%, -10%, -3%, 29
COc1ccc(OCC(=O)Nc2cccc(C(=O)Nc3ccccc3C(=O)O)c2)cc1
→ -10%, 3%, 4%, -11%, -11%, 1%, 25%, 0%, -20
O=C(CSc1nnc(SCc2cccc3ccccc23)s1)N/N=C/c1c[nH]c2ccccc12
→ 0%, 7%, -4%, -19%, 1%, -4%, 5%, -4%, -3
CC(C)Oc1ccc(N2CC(C(=O)OCC(=O)NCc3ccccc3)CC2=O)cc1 (stereo not given)
→ -12%, 3%, -7%, 3%, -11%, 3%, 2%, 0%, -22
CCOc1ccc(C2C(C(=O)OC)=CN(CCOC)C=C2C(=O)OC)cc1
→ 322%[activator], 13%, x, -10%, -11%, 0%, 1%, 1%, 27
O=C(c1ccccc1)c1ccccc1C(=O)c1ccccc1
→ -2%&-8%, 18%, 0%, -21%&-21%, -3%&-6%, -12%&-3%, 22%&2%, -8%&-3%, 9&-3
Cc1ccccc1C(=O)NCC(=O)NNC(=O)CCN1CCN(c2ccccc2)CC1
→ -3%, 18%, i, -13%, -3%, 42%, -20%, -2%, -12
COc1ccc(Cl)cc1N1CCN(CCNC(=O)Nc2ccccc2C)CC1
→ -1%, -16%, 1%, -23%, -7%, 5%, 4%, -10%, -22
O=C(CN(c1ccc([N+](=O)[O-])cc1)S(=O)(=O)c1ccccc1)N1CCCCC1
→ 6%, -20%, -5%, -13%, 4%, 7%[12.4 µM], 20%, -3%, -7
Cc1ccc(NC(=O)Nc2cn(CC(C)C)c(=O)c3ccccc23)cc1N(C)C
→ 4%, 51%[activator], -6%, -1%, -7%, x, 29%, -12%, x
O=C(CNC(=O)c1ccccc1O)N/N=C/c1cc(Br)ccc1OC(=O)/C=C/c1ccco1
→ u, u, -13%, u, u, u, -4%, -14%, -21
